# High-throughput results as filed in PubChem.
# LGR2 antag – inhibitors of bursicon-induced LGR2 CRE-luciferase signal, primary screen, cell-based, HEK293, CRE-luciferase reporter, bursicon stimulation. bursicon-stimulated, 4 h. AID 720647, 2013. 0.35% of 380,000 active. inhibition, % at 9.99 µM;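 active means drop in luminescence signal, shown as inhibition above about 50% in the replicate tests, limit read from the data, passing the limit was not always enough; inconclusive means probably only some replicates passing the limit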;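 further: agonist challenge used bursicon conditioned medium at about half maximal strength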
# DENV2 CPE – inhibitors of DENV2 cytopathic effect, primary screen, cell-based, plate reader, single concentration | 1.7% of 350,000 active | DENV2-infected cells, cytopathic effect rescue | CPE inhibition, % at 9.99 µM | AID 651640, 2012; in the data active means CPE inhibition above about 20%, passing the limit was not always enough; inconclusive means no clear call, values can overlap the other calls; tested in BHK-21 cells;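 further: 0% = median of neutral control wells and 100% = median of positive control wells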
# ARNT-TACC3 inh – disruptors of ARNT/TACC3 protein interaction, primary screen, biochemical, AlphaScreen, single concentration | inhibition, % at 9.99 µM | Transforming acidic coiled-coil-containing protein 3 (Homo sapiens), Q9Y6A5 | AlphaScreen His-ARNT PAS-B/GST-TACC3 binding, luminescence; TACC3 fragment carries E629A point mutation | 0.66% of 390,000 active;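 active means mean inhibition of replicates at least 50% and at least half of replicates each reaching 50%; inconclusive means half or more replicates reach 50% but mean below 50%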;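 further: 0% = complete ARNT plus TACC3 wells and 100% = ARNT alone without TACC3; many hits fall short of the cut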
# Casp6 inh – human caspase-6 inhibitors, primary screen, biochemical, VEID-R110 fluorescence, single point, set 2. P55212. purified caspase-6, Z-VEID-R110 cleavage fluorescence. inhibition, % at 12.5 µM. 0.53% of 350,000 active;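 active means mean inhibition across replicates at least about 35%, with every replicate also reaching that limit, limit read from the data; inconclusive means only one of the two criteria met; inactive means neither criterion met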;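 further: 0% = median of neutral control wells and 100% = no fluorescence left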
# Target sequence (P55212 24-179 limits assumed): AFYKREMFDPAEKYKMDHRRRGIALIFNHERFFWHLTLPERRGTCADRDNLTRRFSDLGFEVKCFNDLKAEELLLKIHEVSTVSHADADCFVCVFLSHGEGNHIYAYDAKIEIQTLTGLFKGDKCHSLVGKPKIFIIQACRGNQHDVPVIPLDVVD
# Target sequence (P55212 194-293 limits assumed): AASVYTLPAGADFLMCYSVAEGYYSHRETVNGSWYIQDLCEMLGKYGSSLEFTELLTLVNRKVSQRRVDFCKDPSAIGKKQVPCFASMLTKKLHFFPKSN
# PAX8 reporter – inhibitors of PAX8-driven TPO luciferase reporter, primary screen, RMG-I cells, single concentration; SteadyGlo, 24 h; inhibition, % at 12.6 µM; 1.2% of 360,000 active; AID 652154, 2013;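 active means mean replicate inhibition at least 60% with every replicate also reaching 60%; inconclusive means only one of the two criteria is met; inactive means mean below 60% and not all replicates reaching 60%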;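 further: luciferase light reporting Pax8 driven TPO promoter activity; plate controls were median of neutral control wells for no effect and mitoxantrone controls for full effect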
# EWS-Fli inh – EWS/Fli-driven NR0B1 reporter inhibitors, primary screen, A673 cells, NR0B1 luciferase, luminescence, MLPCN library. viability-normalised. inhibition, % at 12.6 µM. 0.67% of 350,000 active;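 active means mean inhibition of at least 50% after viability correction, with every replicate also passing that limit; inconclusive means mean reaches 50% but only one of two replicates passes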;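 further: firefly luciferase signal divided by Alamar Blue viability fluorescence both relative to DMSO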
# SIRT5 inh – SIRT5 desuccinylase inhibitors, primary screen, biochemical, fluorescence imaging, single point, set 5 | inhibition, % at 15 µM | Purified SirT5, succinyl-peptide AMC, trypsin-coupled fluorescence | 1.1% of 330,000 active | AID 652115, 2013; in the data active means inhibition above about 15%; inconclusive means no clear call, values can overlap the other calls
# Target sequence (Q9NXA8 whole entry, looked up): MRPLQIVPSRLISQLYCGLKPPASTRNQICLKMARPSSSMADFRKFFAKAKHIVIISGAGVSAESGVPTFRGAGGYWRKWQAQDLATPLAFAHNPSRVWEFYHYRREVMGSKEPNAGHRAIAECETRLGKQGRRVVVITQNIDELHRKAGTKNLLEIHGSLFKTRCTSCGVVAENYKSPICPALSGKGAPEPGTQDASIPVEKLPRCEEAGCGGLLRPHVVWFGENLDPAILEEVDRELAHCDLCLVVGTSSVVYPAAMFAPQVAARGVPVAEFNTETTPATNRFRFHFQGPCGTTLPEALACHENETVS
# Active calls of the source: *; ? = inconclusive; . = no result given; & = joins results of further samples.
SMILES,LGR2 antag,DENV2 CPE,ARNT-TACC3 inh,Casp6 inh,PAX8 reporter,EWS-Fli inh,SIRT5 inh
Nc1cc(N)cc(C(=O)OCC(=O)Nc2cc(S(=O)(=O)N3CCCCC3)ccc2Cl)c1,6.9,-1.5,-2.3,-1.9,8.3,7.7,-0.4
C[C@@H]1CN([C@@H](C)CO)C(=O)CCCn2cc(nn2)CO[C@@H]1CN(C)S(=O)(=O)c1ccccc1F,-6.9,.,.,.,-6.5,1.8,.
CCN(CC)c1nc2c(c(=O)n(C)c(=O)n2C)n1CCCc1ccccc1,-4.6,1.3,-1.1,0.7,7.5,3.6,-0.4
CCOC(=O)C(NC(=O)N(C)C)(Nc1sc(C)c(CC)c1C#N)C(F)(F)F (configuration not stated),5.5,.,1.7,.,-2.3,.,.
CC(=O)N1c2ccc(S(=O)(=O)N3CCCC3)cc2CC1C(=O)NC(C)C (configuration not stated),6.5,-9.6,6.2,2.1,0.6,.,-1.2
COc1ccc(NC(=O)Nc2ccc3c(c2)C(=O)N([C@H](C)CO)C[C@H](C)[C@@H](CN(C)S(=O)(=O)c2cn(C)cn2)OCCCC[C@@H](C)O3)cc1,7.5,-1.5,-3.0,.,4.9,-20.7,.
Cc1c(NC(=O)CSc2ccc(Cl)cc2)cccc1-c1nc2cc(Cl)ccc2o1,-5.9,?,-3.1,-3.4,-33.2,-67.0,0.1
COc1cccc(CNC(=O)CN(c2ccc(C(C)C)cc2)S(=O)(=O)c2c(C)noc2C)c1,-13.5,0.6,0.5,1.1,2.4,.,-1.7
COCC#Cc1ccc2c(c1)O[C@@H](CN(C)C(=O)Nc1ccccc1F)[C@@H](C)CN([C@@H](C)CO)S2(=O)=O,-38.7,8.9,27.4,-0.9,.,-9.0,2.4
CNC(=O)C[C@H]1CC[C@@H]2[C@H](COc3ccc(NC(=O)C4CCCCC4)cc3C(=O)N2C)O1,4.0,-4.6,-3.7,1.3,-5.8,-20.5,-1.8
CCOC(=O)c1c(S(=O)(=O)NCC(=O)Nc2cc(C)ccc2OC)c(C)n(C)c1C,6.0,3.6,-4.9,1.0,-12.8,0.5,-0.4
C=CCN=C1NC(c2ccc(Cl)cc2)C(C(=O)OC)=C(C)N1Cc1ccccc1C(F)(F)F (configuration not stated),-4.6,14.8,.,0.2,-3.3,3.2,0.0
C=C(C)c1cccc(C(C)(C)NC(=O)N2CCN(c3ccccc3)CC2)c1,4.9,-4.6,-3.6,-0.8,-3.7,5.5,-2.5
COCCCn1c(=S)[nH]c2sc3c(c2c1=O)CCCC3,4.2,17.9,16.9,7.7,-9.5,7.6,-2.3
CN(C)C(=O)[C@@H]1[C@@H](CO)[C@@H]2Cn3c(ccc(-c4ccccc4)c3=O)[C@@H]2N1Cc1ccccc1,7.0,-2.0,15.9,6.9,.,42.0,23.4*
COc1cccc(C(C)(O)c2nc(-c3cccc(C(F)(F)F)c3)cs2)c1 (configuration not stated),16.4,-1.3,.,2.3,5.0,9.8,-2.1
CC(CCc1ccccc1)NC(=O)CNC(=O)N1CC(=O)Nc2ccccc21 (configuration not stated),7.6,5.0,-2.2,0.1,2.2,.,-1.4
COC(=O)c1cc(COC(=O)c2nc3nccc(C)n3n2)oc1C,5.2,11.7,-8.2,8.5,-1.4,-3.9,0.1
C[C@@H]1CN([C@H](C)CO)C(=O)c2cc(NS(=O)(=O)c3cccs3)ccc2O[C@@H]1CN(C)Cc1ccc(C(=O)Nc2ccccc2N)cc1,-32.5,-4.4,.,-0.3,41.7,-17.9,2.0
CC(C)CC1NC(=O)N(CC(=O)Nc2cccc(Br)c2)C1=O (configuration not stated),-12.0,0.0,-6.3,-0.8,-12.8,2.3,-3.8
Cc1ccc(S(=O)(=O)N(C)C[C@@H]2Oc3ccc(NC(=O)C4CC4)cc3CC(=O)N([C@@H](C)CO)C[C@@H]2C)cc1,-2.4,-1.1,-5.0,0.5,27.9,-4.1,0.2
Nc1nc2c(-c3ccc(Br)cc3)nnn2c2ccccc12,-20.2,1.3,-9.8,-0.3,-120.2,-28.3,-4.6
C[C@@H]1CN([C@@H](C)CO)C(=O)Cc2cc(NC(=O)Nc3ccc(C(F)(F)F)cc3)ccc2O[C@H]1CN(C)S(C)(=O)=O,11.4,-1.9,2.0,3.9,-9.6,.,3.6
Cc1cc(C)cc(NC(N)=S)c1,3.6,0.1,5.0,-2.5,6.6,13.0,3.5
Cc1csc(/C(=N\O)c2csc(C)n2)n1,4.7,-3.5,13.5,4.0,.,14.2,-2.5
CCN(CC(=O)NCc1ccc(Cl)cc1)C(=O)C1CCN(S(=O)(=O)c2ccc(OC)c(OC)c2)CC1,0.4,-0.9,0.1,-129.8,10.2,-2.5,-2.2
C/C=C/c1ccc([C@@H]2[C@@H](CO)N3CCCCN(C(=O)Nc4cc(F)ccc4F)C[C@H]23)cc1,17.2,1.4,6.6,-4.7,0.4,7.7,-1.2
CC(O)C(NS(=O)(=O)c1ccc(Cl)cc1)C(=O)OCC(=O)c1c[nH]c2ccccc12 (configuration not stated),31.4,-3.5,-5.9,-2.5,33.6,12.7,1.7
NC(=O)c1ccc(N2CCOCC2)nc1,2.7,-1.5,-2.8,-3.3,13.4,8.3,-0.8
O=C(C[C@@H]1C[C@@H]2c3cc(NC(=O)C4CCOCC4)ccc3O[C@@H]2[C@H](CO)O1)NCc1ccccn1,-1.6&23.4,?,.,0.1&2.7,-2.8,2.1&-5.2,-12.7&1.8
Cc1ccc(C(=O)NNC(=O)c2ccncc2)cc1S(=O)(=O)N1CCCCC1,10.8,6.8,-4.0,-0.6,0.7,-3.2,3.9
Cc1ccc(S(=O)(=O)N2CCCCC2CCNC(=O)C(=O)NCCc2ccco2)cc1 (configuration not stated),-7.7,-1.6,1.1,28.5,.,?,2.5
COc1ccc(C#Cc2ccc3c(c2)[C@H]2[C@H](CCN2S(=O)(=O)C2=NC(C)C=N2)[C@@H](CO)N3C)cc1 (some centres not stated),4.1,.,24.6,.,-29.1,-4.7,.
CC1(C(=O)Nc2ccc(Cl)cc2)Cc2c(-c3ccc4c(c3)OCO4)ccnc2O1 (configuration not stated),-8.0,-0.6,.,-1.8,11.6,-4.6,-0.4
N#C[C@H]1[C@H](c2ccc(C#Cc3ccc(F)cc3)cc2)[C@H](CO)N1C(=O)C1CC1,16.0,-5.2,-22.9,-3.9,1.7,-19.5,2.0
COc1ccc(OC)c(NC(=O)c2ccc(CSc3nnc(C)s3)cc2)c1,.,-2.2,16.1,-1.6,-9.1,1.5,-0.3
COc1ccc(CN(C)C[C@@H]2OCCCC[C@H](C)Oc3ccc(NS(=O)(=O)c4ccc(Cl)cc4)cc3C(=O)N([C@H](C)CO)C[C@H]2C)cc1,10.4,2.8,5.4,-0.2,35.0,6.8,4.9
O=C(O)/C=C/c1ccc(S(=O)(=O)Nc2ccc3[nH]c(=O)[nH]c3c2)cc1,1.5,1.1,.,25.2,4.7,-19.5,-0.4
C[C@H](NC(=O)C[C@@H]1CC[C@H]2[C@@H](COc3ccc(NS(=O)(=O)c4ccc(Cl)cc4)cc3C(=O)N2C)O1)c1ccccc1,-14.2,6.0,-6.4,2.2,3.2,1.8,0.6
C=CCNC(=O)c1ccc2c3n(nc2c1)-c1ccc(C)cc1CO3,-101.5,-6.8,-3.0,2.5,-112.4,-109.7,.

# Some of the entries above, set out differently.
structure: O=C(O)/C=C/c1ccc(S(=O)(=O)Nc2ccc3[nH]c(=O)[nH]c3c2)cc1
  LGR2 antag = 1.5 | DENV2 CPE = 1.1 | ARNT-TACC3 inh = . | Casp6 inh = 25.2 | PAX8 reporter = 4.7 | EWS-Fli inh = -19.5 | SIRT5 inh = -0.4

structure: C[C@H](NC(=O)C[C@@H]1CC[C@H]2[C@@H](COc3ccc(NS(=O)(=O)c4ccc(Cl)cc4)cc3C(=O)N2C)O1)c1ccccc1
  LGR2 antag = -14.2 | DENV2 CPE = 6.0 | ARNT-TACC3 inh = -6.4 | Casp6 inh = 2.2 | PAX8 reporter = 3.2 | EWS-Fli inh = 1.8 | SIRT5 inh = 0.6

structure: Cc1ccc(S(=O)(=O)N2CCCCC2CCNC(=O)C(=O)NCCc2ccco2)cc1 (configuration not stated)
  LGR2 antag = -7.7 | DENV2 CPE = -1.6 | ARNT-TACC3 inh = 1.1 | Casp6 inh = 28.5 | PAX8 reporter = . | EWS-Fli inh = ? | SIRT5 inh = 2.5

structure: Cc1ccc(C(=O)NNC(=O)c2ccncc2)cc1S(=O)(=O)N1CCCCC1
  LGR2 antag = 10.8 | DENV2 CPE = 6.8 | ARNT-TACC3 inh = -4.0 | Casp6 inh = -0.6 | PAX8 reporter = 0.7 | EWS-Fli inh = -3.2 | SIRT5 inh = 3.9

# Next section
SMILES,LGR2 antag,DENV2 CPE,ARNT-TACC3 inh,Casp6 inh,PAX8 reporter,EWS-Fli inh,SIRT5 inh
CN1C(=O)c2cc(NC(=O)Cc3cccs3)ccc2OC[C@@H]2O[C@@H](CC(=O)NCC3CC3)CC[C@@H]21,4.6,12.7,-18.1,4.4,-2.0,-2.5,-2.1
Cc1ccc(-c2nnc(OCc3cccnc3)c3ccccc23)cc1,0.8,4.8,3.3,7.7,2.2,6.2,2.1
CCN(CC(=O)NCc1ccc(Cl)cc1)C(=O)/C=C/c1ccc(Cl)c([N+](=O)[O-])c1,-5.0,5.3,-3.1,4.0,16.0,16.2,0.7
O=c1[nH]nc(-c2ccc(OCc3ccc(Cl)cc3Cl)cc2)o1,-6.8,-0.9,-3.5,-1.6,-15.8,-17.0,-1.7
Cc1cc(CNC(=S)Nc2ccc(Br)cc2Cl)nn1C,11.5,13.2,-4.5,-1.1,14.7,-1.9,-1.8
O=C(NCC1(O)CCCCC1)C1CCC(=O)N(Cc2ccccc2F)C1 (configuration not stated),4.4,4.9,-1.8,1.1,.,.,3.2
CCN1C(=O)CSC1=Nc1ccc(C(=O)OC)cc1,6.8,-0.6,.,-1.1,9.8,-5.4,3.0
COc1ccccc1S(=O)(=O)CC(O)COc1ccccc1Cl (configuration not stated),-7.1,3.4,-20.2,0.1,4.7,2.1,-1.4
Cc1ccc(N(C)S(=O)(=O)c2c(C)[nH]c(C)c2C(=O)N2CCCC2)cc1,11.7,-3.3,3.5,3.2,-7.1,.,-5.0
COc1ccc(NC(=O)C2(C)CCN2Cc2ccc(OC(C)C)cc2)cc1OC (configuration not stated),-6.4,?,.,0.8,-5.5,-1.0,-1.3
COc1ccc2c3c(n(C)c2c1)[C@@H](CO)N(Cc1ccccc1)CC31CN(C(=O)C2CC2)C1,-0.4,-5.3,.,.,.,10.9,.
OC[C@H]1[C@H](c2ccc(C#Cc3ccccc3F)cc2)[C@@H]2CN(Cc3cncnc3)CCCCN12,-13.0,-3.9,-8.0,1.7,-30.4,-14.9,-1.5
C[C@H](CO)N1C[C@H](C)[C@@H](CN(C)S(=O)(=O)c2cccs2)Oc2ccc(NC(=O)Nc3ccc(C(F)(F)F)cc3)cc2CC1=O,26.4,3.1,14.1,-1.7,0.8,47.9,6.3
Cc1ccc(C(=O)NCC(=O)OCC(=O)c2ccc(Cl)s2)cc1,0.4,-1.1,-6.9,1.7,-5.0,5.9,-4.9
COc1cccc(/C=C(/C(=O)OCC(=O)NCC2CCCO2)c2ccccc2)c1 (configuration not stated),22.6,0.4,0.8,1.6,8.7,8.0,-2.1
CN(C)S(=O)(=O)c1ccc(C(=O)Nc2cc(=O)n(C)c(=O)n2C)cc1,4.1,3.7,2.9,-1.7,-2.8,-12.2,-0.7
O=C(Nc1ccc(N2CCCCC2)c(S(=O)(=O)Nc2ccccc2Cl)c1)c1cccnc1,0.8,-2.9,-0.4,0.6,-3.4,-7.3,-1.6
O=c1cc(-c2ccccc2)nc(/C=C/c2ccccc2)[nH]1,-10.0,0.5,-5.4,-0.5,2.9,-2.1,-1.8
CCCOc1cccc(C(=O)Nc2ccc(CN3CCOCC3)cc2)c1,3.2,25.3*,0.8,-0.8,3.0,0.5,2.0
Cc1ccc(C(C(=O)NC2CCCC2)N(C(=O)c2csnn2)c2cccc(F)c2)o1 (configuration not stated),3.3,-4.8,.,.,-12.0,.,-4.9
